MT stabilize HCS – microtubule stabilizers in HeLa cells; HeLa tubulin immunostaining HCS, 24 h; share of cells brighter than vehicle mean+2SD; % tubulin-high responders, % at 10 µM; 0.83% of 200,000 active;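 active = plate Z-score above 3 for both tubulin-high and condensed-nucleus cell shares, with cell loss under 80%, at 10 µM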;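 also: anti alpha tubulin signal scored within the nucleus-defined area of each cell; some results filed as inactive read as strong as hits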
ER stress rescue – rescue of cells from ER stress-induced death, primary screen, 384-well, CSM14.1, thapsigargin, ATP luminescence (AID 1222); CSM14.1 thapsigargin-induced death rescue, ATP luminescence; higher % means a stronger effect; cellular ATP content (survival), % at 20 µM, or EC50 in µM where a hit was titrated; 190,000 tested, under 10 active;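 active = EC50 below 50 µM in the dose-response confirmation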;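 also: death triggered by thapsigargin at about 15 µM added after 2 h compound pretreatment; cell ATP read after overnight thapsigargin exposure of roughly 18 to 22 hours; normalized against plate controls of thapsigargin alone and 5% DMSO vehicle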
Yfh1-off respiration – mitochondrial function rescue without frataxin homolog – Friedreich's ataxia, plus single-dose screen, dose response (AID 1465). 0.074% of 220,000 active. S. cerevisiae Yfh1-off respiration, WST-1 reduction, 72 h; higher fold induction means a stronger effect. one-dose fold induction at 50 µM; EC50 in µM for titrated hits;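 active = fold induction of absorbance versus untreated yeast above a set limit, then at least 30% activation at any dose in follow-up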;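 also: activators that raise dye reduction in frataxin-depleted yeast; strong numbers were not always called active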
Autophagy mod – alters autophagy in cells. MEF GFP-LC3 puncta imaging; test concentration mostly 10 µM. calls only at 10 µM (by protocol). 0.98% of 190,000 active;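 active = percentage of spot-positive cells more than 3 SD above its plate mean, without a fluorescence outlier flag or 80% toxicity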;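 also: spot-positive cell cutoff set from DMSO-treated cells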
M17LAP inhibition – P. falciparum M17LAP inhibitors, primary screen, biochemical, fluorogenic H-Leu-NHMec substrate, 1536-well (AID 1619) | recombinant M17LAP, H-Leu-NHMec fluorogenic kinetic assay; higher % means a stronger effect | inhibition, % at 30 µM, or IC50 in µM where a hit was titrated | 0.38% of 220,000 active;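 active = compound inhibiting the enzyme by more than half at any dose during confirmatory dose-response retesting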;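 also: plate controls were full reaction with DMSO carrier for no effect and no enzyme background for full effect; strong numbers were not always called active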
Hep lipid drop – hepatic lipid droplet formation modulation; AML12 mouse hepatocytes, oleate lipid droplets, BODIPY imaging; inhibition, % at 6.5 µM; 0.4% of 240,000 active;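 active = lipid droplet intensity inhibited by at least 50%, with more than 500 cells counted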
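Material – mouse AML12 hepatocyte cell line, fixed after treatment · Compound dosing – one dose, 6.5 µM compound · Times – compound with oleate, overnight · Measured by – Image-based BODIPY and DAPI two-channel analysis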
M1AAP inhibition – P. falciparum M1AAP inhibitors, biochemical, fluorogenic H-Leu-NHMec substrate, 1536-well (AID 1445). recombinant M1AAP, H-Leu-NHMec fluorogenic kinetic assay; higher % means a stronger effect. inhibition, % at 30 µM; hits with a dose series show IC50 in µM. 0.42% of 220,000 active;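 active = primary inhibition above the hit cutoff, then over 50% inhibition at one or more dose response concentrations, cut at about 23% in these data, passing the limit was not always enough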;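 also: plate controls were DMSO full reaction for no effect and no enzyme background for full effect; strong numbers were not always called active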
Dynein transport – blocks dynein driven cargo transport along microtubules; 3617.4 mouse cells, GR-EGFP nuclear translocation imaging; test concentration mostly 20 µM; stimulated with dexamethasone, 1 µM; stronger effect = lower value; z-score, hits read low; 0.47% of 220,000 active; AID 1381;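 active = plate z-score of nuclear minus cytoplasmic receptor signal below a set negative limit, without overly bright fluorescence or cell loss, cut at about -3.5 in these data, passing the limit was not always enough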;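 also: z-score of nuclear minus cytoplasmic ring GR-EGFP intensity difference per well; some compounds called inactive have numbers as strong as hits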
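Buffer or medium: tet-free medium with charcoal-stripped serum / Also added: dexamethasone agonist, 1.0 µM final, for 30 min / Timing: induction 48 h, compound 1 h, agonist 30 min / Measured by: high-content fluorescence imaging after fixation / Read-out: nuclear-to-cytoplasmic GR-EGFP distribution per well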
Insulin prom up – MIN6 insulin promoter up-regulation; AID 1625; 0.3% of 190,000 active; z-score at 5 µM; MIN6 insulin promoter-GFP reporter, high-content imaging; stronger effect = higher value;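 active = z-score above 3 at 5 µM with at least 500 cells counted in the well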
Dynein transport cytoplasmic EGFP – second read-out of Dynein transport, no call of its own (marks repeat the call); z-score; measured here: cytoplasmic GR-EGFP intensity; stronger effect = higher value
Dynein transport nuclear GR-EGFP – recorded beside Dynein transport, whose call it bears; z-score; measured here: nuclear GR-EGFP intensity;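 lower value marks the stronger effect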
Dynein transport cell count – further read-out of Dynein transport, marked with its call; z-score; measured here: cell count per field
Insulin prom up cell count – also measured in Insulin prom up; calls as there; cell count; measured here: cytotoxicity, nuclei count;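 total cells summed across four imaged fields per well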
Hep lipid drop cells 6.5 µM – further read-out of Hep lipid drop, marked with its call; cell count; measured here: cell count, cytotoxicity flag;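 cells counted across two imaged fields per well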
MT stabilize HCS Hoechst-high % – recorded beside MT stabilize HCS, whose call it bears; % Hoechst-high responders; measured here: nuclear condensation Hoechst responders;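 share of cells brighter than vehicle mean plus two SD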
MT stabilize HCS cytotoxicity % – recorded beside MT stabilize HCS, whose call it bears; toxicity, %; measured here: cytotoxicity by cell density;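 0% = mean cell density of plate MIN control wells and 100% = no cells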
Autophagy mod cell loss 18 h – also measured in Autophagy mod; calls as there; toxicity, %; measured here: cell loss, nuclei count;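 cell loss after 18 h compound exposure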
* marks the source's active call; other numbers are inactive results; i = inactive; nt = not tested or not shown.

SMILES	MT stabilize HCS	MT stabilize HCS Hoechst-high %	MT stabilize HCS cytotoxicity %	ER stress rescue	Yfh1-off respiration	Autophagy mod	Autophagy mod cell loss 18 h	M17LAP inhibition	Hep lipid drop	Hep lipid drop cells 6.5 µM	M1AAP inhibition	Dynein transport	Dynein transport cytoplasmic EGFP	Dynein transport nuclear GR-EGFP	Dynein transport cell count	Insulin prom up	Insulin prom up cell count
CC1=CC(C)C(C[N+]2(C)CCCCC2)C(C)C1 (centres undefined)	2.9	1.4	5.1	-2.6%	i	i	2	-6%	-3	724	9%	-0.17	-0.3	-0.15	0.32	-0.05	1395
CC(=O)Nc1ccc(C)cc1NC(C)=O	3.0	2.0	0.0	-2.3%	i	i	-3	-1%	1	727	0%	0.78	-0.048	0.59	0.65	0.16	1281
COc1ccc(OC)c(-n2c(C)ccc2-c2ccc(S(C)(=O)=O)cc2)c1	1.1	0.7	6.0	-4.1%	i	i	-4	-6%	-2	736	6%	-1	0.45	-0.28	0.62	nt	nt
O=S(=O)(NCC1CCCO1)c1cccc(C(F)(F)F)c1 (centres undefined)	2.8	1.8	7.4	-0.4%	i	i	4	-4%	-6	764	0%	-0.042	-0.24	0.19	-0.32	-0.22	1213
CC(=O)N1N=C(N)SC1c1cccc([N+](=O)[O-])c1 (centres undefined)	3.7	3.0	6.3	-2.5%	i	i	7	-3%	-7	734	6%	-0.82	-0.25	0.39	-0.097	0.17	1298
CSc1ccc(Cn2nnc(C(=O)Nc3ccc(C)c(C)c3)c2N)cc1	5.2	1.7	6.7	3.8%	i	i	5	-1%	nt	nt	-1%	0.39	-0.23	0.27	-0.031	-0.51	975
Cc1ccc([N+](=O)[O-])cc1NC(=O)c1ccc(-c2ccccc2)cc1	1.1	1.9	16	-1.6%	i	i	5	-5%	-6	657	1%	-1	0.36	-0.88	1.8	-0.14	1861
Cc1nc2ccccc2n1/N=C/c1cccnc1	1.8	1.1	7.2	0.7%	i	i	-2	16%	nt	nt	13%	1.5	0.18	0.93	-0.78	-0.59	999
CCC(=O)NC(=S)Nc1cccc(NC(=O)c2ccccc2C)c1	4.5	1.3	5.9	-0.6%	i	i	8	-7%	-2	588	-1%	-1	-0.34	0.072	0.59	0.42	1485
O=C(c1n[nH]c(=O)c2ccccc12)N1CCN(c2ccc(F)cc2)CC1	5.9	3.0	2.7	12%	nt	i	-10	12%	nt	nt	5%	-0.77	-0.28	-0.23	0.16	-0.59	1036

Retrieved by structure from the entries so far (three):
SMILES	MT stabilize HCS	MT stabilize HCS Hoechst-high %	MT stabilize HCS cytotoxicity %	ER stress rescue	Yfh1-off respiration	Autophagy mod	Autophagy mod cell loss 18 h	M17LAP inhibition	Hep lipid drop	Hep lipid drop cells 6.5 µM	M1AAP inhibition	Dynein transport	Dynein transport cytoplasmic EGFP	Dynein transport nuclear GR-EGFP	Dynein transport cell count	Insulin prom up	Insulin prom up cell count
CSc1ccc(Cn2nnc(C(=O)Nc3ccc(C)c(C)c3)c2N)cc1	5.2	1.7	6.7	3.8%	i	i	5	-1%	nt	nt	-1%	0.39	-0.23	0.27	-0.031	-0.51	975
O=C(c1n[nH]c(=O)c2ccccc12)N1CCN(c2ccc(F)cc2)CC1	5.9	3.0	2.7	12%	nt	i	-10	12%	nt	nt	5%	-0.77	-0.28	-0.23	0.16	-0.59	1036
CC(=O)N1N=C(N)SC1c1cccc([N+](=O)[O-])c1 (centres undefined)	3.7	3.0	6.3	-2.5%	i	i	7	-3%	-7	734	6%	-0.82	-0.25	0.39	-0.097	0.17	1298

Next section.
SMILES	MT stabilize HCS	MT stabilize HCS Hoechst-high %	MT stabilize HCS cytotoxicity %	ER stress rescue	Yfh1-off respiration	Autophagy mod	Autophagy mod cell loss 18 h	M17LAP inhibition	Hep lipid drop	Hep lipid drop cells 6.5 µM	M1AAP inhibition	Dynein transport	Dynein transport cytoplasmic EGFP	Dynein transport nuclear GR-EGFP	Dynein transport cell count	Insulin prom up	Insulin prom up cell count
COc1ccc(CNC(=O)C2CCC(CNc3c(N4CCOCC4)c(=O)c3=O)CC2)cc1 (centres undefined)	3.9	1.8	2.0	0.1%	i	i	9	12%	nt	nt	0%	-0.36	-0.21	0.068	0.095	0.19	1058
COc1cc2c(cc1OC)C1(CCCCC1)CN(C)C2	nt	nt	nt	nt	i	nt	nt	-9%	42	756	-1%	0.56	-0.69	-0.027	-0.66	-0.09	892
COc1cc(Nc2nc(SCC#N)nc3ccccc23)cc(OC)c1OC	4.7	3.0	6.3	-1.3%	i	i	-14	4%	nt	nt	2%	-0.42	-0.4	0.017	0.61	-0.19	1464
CCOC(=O)CSc1nnc(NC(=O)c2cccc([N+](=O)[O-])c2C)s1	4.7	1.8	5.8	0.6%	i	i	-1	-16%	-1	556	5%	1.5	-0.23	1	-1.2	-0.14	1445
Cn1ncc(Br)c1C(=O)Nc1c(F)c(F)cc(F)c1F	4.4	1.7	4.8	-2.3%	i	i	-9	0%	35	785	-7%	-0.034	-0.25	0.31	-0.58	nt	nt
C/C(=C\c1ccccc1)C(=O)NCCc1ccccc1	2.9	1.3	6.2	-2.7%	i	i	-8	3%	9	666	3%	0.17	-0.31	0.22	-0.19	0.09	1503
Cc1cc(NC(=O)CN2CCC(n3nnc4cc(C(F)(F)F)ccc43)CC2)no1	2.8	2.3	11	-0.4%	i	i	4	3%	nt	nt	6%	-0.88	-0.44	-0.35	0.83	-0.51	1306
CCC(CC)C(=O)OCC(=O)Nc1ccc(S(=O)(=O)N2CCOCC2)cc1OC	2.6	0.9	7.8	1.6%	i	i	19	2%	-17	774	0%	0.48	-0.12	0.64	1.2	0.29	886
COc1ccccc1Oc1ccc2c(c1)C(=O)N(c1cccc3ncccc13)C2=O	2.2	2.6	11	-1.0%	i	i	4	4%	-37	578	-1%	-0.23	-0.16	-0.08	1.6	-0.04	1318
CCOC(=O)CC(=O)Nc1nnc(C(C)C)s1	5.5	5.9	0.0	0.7%	i	i	-3	13%	nt	nt	7%	0.26	-0.31	0.17	-0.02	-0.46	1482
N#C/C(=C\c1c(N2CCCCCC2)nc2ccccn2c1=O)C(=O)NCc1ccco1	nt	nt	nt	nt	i	nt	nt	-2%	-8	714	8%	3	0.095	1.5	-1.8	0	1385
CCOc1ccccc1NC(=O)C1=C(C)NC(=O)NC1c1cccs1 (centres undefined)	3.4	2.3	10	-0.9%	i	i	7	-1%	6	581	1%	-0.63	-0.31	-0.19	0.8	-0.51	1270
CC(C)(C)OC(=O)N1CCCN(C(=O)Nc2ccccc2)CC1	nt	nt	nt	nt	i	nt	nt	-4%	-17	737	4%	0.089	-0.31	-0.024	0.19	-0.09	1081
O=C(CN1CCN(S(=O)(=O)c2ccccc2)CC1)Nc1ccccc1C(=O)c1ccccc1	6.6	1.0	2.8	-0.2%	i	i	21	-17%	-8	626	3%	-0.052	-0.15	0.44	-0.87	-0.92	1404
CCCCc1ccc(NC(=O)COc2ccc(C(=O)Nc3ccccc3OC)cc2)cc1	3.5	2.0	11	2.3%	i	i	-18	3%	0	535	1%	0.46	1.6	1.1	-1.3	-0.26	1404
CS(=O)(=O)N(CC(=O)Nc1cccnc1)c1ccc2c(c1)OCO2	2.1	1.7	0.8	-1.4%	i	i	-5	1%	-2	697	-1%	-0.87	-0.22	-0.48	0.9	0.38	1730
CN(C)c1ccc(C(=O)c2ccc(N(C)C)c(N)c2)cc1N	23*	19*	19*	1.6%	i	i	-5	11%	nt	nt	-1%	0.3	-0.21	-0.04	-0.0029	-0.77	1131
Cc1ccc(CNC(=O)CN2CCN(Cc3ccc(C)cc3)C2=O)cc1	1.2	1.2	2.8	-1.1%	i	i	1	-1%	-1	775	-2%	0.2	-0.004	0.45	-0.64	-0.12	843
Nc1nc(Nc2cccc(F)c2)nc(NCc2ccco2)c1[N+](=O)[O-]	nt	nt	nt	nt	i	nt	nt	2%	-8	734	12%	1.3	0.91	2	-1.8	0.54	1102
CCOCCn1c(CN2CCN(c3ccc(F)cc3)CC2)nc2c1c(=O)n(C)c(=O)n2C	3.0	2.6	9.7	-0.5%	i	i	3	1%	nt	nt	6%	-0.52	-0.038	-0.035	0.89	-0.48	717
COc1cc2c(cc1OC)C(C(=O)N(C)Cc1ccccc1)C(c1cccnc1)N(C)C2=O (centres undefined)	3.0	1.7	7.9	-1.0%	i	i	7	-1%	4	784	1%	-1.1	-0.0089	-0.54	0.67	1.4	1026
Cc1ccc(-n2c(C)cc(C(=O)COc3cccnc3[N+](=O)[O-])c2C)cc1	4.5	1.0	4.9	-0.7%	i	i	11	7%	-1	707	-2%	0.28	-0.091	0.34	-0.89	0.17	1290
NNc1nc2sc3c(c2c(=O)[nH]1)CCc1ccccc1-3	4.7	3.5	0.6	-1.6%	i	i	2	12%	7	599	2%	-0.41	-0.26	-0.23	0.31	-0.1	1436
CC(C)NS(=O)(=O)c1cc(C(=O)O)ccc1Cl	3.1	1.3	2.9	-2.0%	i	i	5	-1%	0	746	-4%	0.084	-0.28	0.66	0.22	0.14	1207
Cc1ccc(OCC(O)CNC(=O)c2ccccc2C(=O)O)cc1 (centres undefined)	1.2	1.3	4.8	-1.7%	nt	i	14	2%	nt	nt	4%	-0.44	-0.25	-0.62	0.77	-0.21	1526
CCOc1ccc(NC(=O)CN2CCN(CC(=O)Nc3ccc4c(c3)OCCO4)CC2)cc1	4.3	2.6	4.5	-2.1%	i	i	-11	6%	7	795	2%	1.9	0.023	1.6	-1.2	0.5	1248
Cc1csc(NC(=O)c2nc3nc(C)cc(C)n3n2)n1	3.9	1.4	6.8	-1.2%	i	i	6	25%	nt	nt	6%	-0.63	0.31	-0.27	0.56	1.3	1163

Compound activity as filed in PubChem BioAssay.
